Bioassay records from PubChem BioAssay.
NadD inh: blocks S. aureus nicotinate mononucleotide adenylyltransferase; inhibition, % at 20 µM; 360,000 tested, 0.78% active; purified NadD enzyme, colorimetric absorbance read-out; in the data active means inhibition above about 26%; further: some compounds past the cut are filed as inactive
STEP block: inhibitors of human striatal-enriched phosphatase STEP; P54829; recombinant STEP, OMFP fluorogenic substrate, fluorescence; 360,000 tested, 0.25% active; inhibition, % at 20 µM;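 active means inhibition at 20 µM, scaled per plate between control wells, above about 37%, limit read from the data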;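 further: 0% = DMSO with enzyme and substrate and 100% = substrate only without enzyme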
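Test system: STEP tyrosine phosphatase / Reagent: OMFP at 25 µM / Doses: 20 µM, 1% DMSO / Read-out: percent inhibition scaled to no-enzyme and uninhibited-enzyme controls, plate-pattern corrected / Detection: FITC-channel fluorescence of OMFP product / Medium: Bis-Tris buffer pH 6.0, 2.5 mM DTT, 0.005% Tween 20 / Schedule: 20 min at room temperature, dark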
LMPTP inh: LMPTP (human) inhibition; P24666; inhibition, % at 20 µM; recombinant LMPTP-A, OMFP fluorogenic substrate, fluorescence intensity; AID 651560; 360,000 tested, 0.22% active;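 active means compounds that cut the enzyme signal by at least half of the control window in the single-dose screen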;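 further: plate controls were DMSO wells with enzyme plus substrate for no effect and substrate without enzyme for full effect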
Target sequence (P24666 whole entry, looked up): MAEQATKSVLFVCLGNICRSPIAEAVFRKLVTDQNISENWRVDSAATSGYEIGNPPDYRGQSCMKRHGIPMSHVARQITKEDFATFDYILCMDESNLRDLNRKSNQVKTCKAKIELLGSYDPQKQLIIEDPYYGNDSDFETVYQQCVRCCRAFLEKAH
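Assay system: LMPTP-A enzyme. Input: 0.625 nM LMPTP-A final. Probe or stimulus: 400 µM OMFP. Compound dosing: single 20 µM dose. Schedule: 50 min dark incubation at room temperature. Detection: fluorescence intensity of OMFP turnover product. Read-out: percent inhibition versus substrate-only and uninhibited controls. Benchmarks: no-enzyme low control, uninhibited high control.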
Scp-1 inhibitor: inhibitors of human Scp-1 phosphatase; AID 493091; Q9GZU7; inhibition, % at 20 µM; 340,000 tested, 0.88% active; Recombinant Scp1, phosphopeptide, malachite green phosphate absorbance;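 active means inhibition above about 50% at 20 µM, limit read from the data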;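 further: plate controls were DMSO wells with enzyme for no effect and wells lacking enzyme for full effect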
Target sequence (Q9GZU7 76-261 limits assumed): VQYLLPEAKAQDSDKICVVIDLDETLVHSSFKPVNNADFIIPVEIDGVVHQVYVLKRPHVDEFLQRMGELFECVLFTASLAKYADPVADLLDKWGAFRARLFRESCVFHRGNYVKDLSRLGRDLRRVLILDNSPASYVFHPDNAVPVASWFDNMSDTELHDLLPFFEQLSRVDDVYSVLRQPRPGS
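Test system: SCP-1 catalytic domain; Buffer or medium: Acidic Tris acetate buffer with magnesium and detergent; Also added: Phosphorylated 17-residue peptide substrate; Compound: single 20 µM dose, 1% DMSO; Schedule: enzyme reaction 45 min at room temperature, colour 5 min, stabilisation 30 min; Signal: Phosphate-binding colour reagent, absorbance read at 630 nm.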
SKN-1 block: blocks SKN-1 activity in C. elegans | C. elegans VP596 Pgst-4::GFP/RFP ratio, acrylamide-induced, 24 h | inhibition, % at 21.8 µM | 360,000 tested, 0.49% active | AID 624304;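 active means interference check ratio from 0.5 to 1.5 plus GFP to RFP signal ratio inhibition reaching or exceeding a fixed threshold, cut at about 30% in these data, passing the limit was not always enough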; further: some compounds called inactive have numbers as strong as hits
DNMT1 block: DNMT1 (human) enzyme inhibition; P26358; DNMT1 molecular beacon, Hinp1I cleavage, fluorescence; inhibition (reported as % activation of signal), % at 10 µM; 360,000 tested, 0.83% active; AID 588458; in the data active means inhibition above about 50%
SUMO1 PPI mod: modulators of human SUMO1-mediated protein-protein interactions; SUMO1 binding to a labelled peptide, TR-FRET, 1 h; inhibition, % at 20 µM; 360,000 tested, 0.33% active; in the data active means inhibition above about 37%
Target sequence (P63165 whole entry, looked up): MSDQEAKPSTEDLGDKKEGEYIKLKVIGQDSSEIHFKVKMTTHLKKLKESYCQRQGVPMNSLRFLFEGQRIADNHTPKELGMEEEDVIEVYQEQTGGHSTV
Tb MetRS inh: blocks T. brucei methionyl-tRNA synthetase activity. purified T. brucei MetRS, ATP depletion, Kinase-Glo luminescence. inhibition, % at 11.9 µM. 360,000 tested, 0.4% active. AID 624268;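 active means inhibition above a per-plate cutoff of the control wells' mean inhibition plus 3 SD, cut at about 5.5% in these data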;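 further: 0% = DMSO wells median and 100% = median of wells with control inhibitor compound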
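Dosing: 11.9 µM single point; system: parasite MetRS enzyme; technique: luminescence of leftover ATP; times: 15 min enzyme-compound preincubation, 2 h reaction, 10 min detection, 25 °C; replicates: each compound tested once; read-out basis: percent inhibition relative to median high and low control wells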
Neddyl block: blocks human cullin neddylation; P61081+Q13564; TR-FRET cullin neddylation, biochemical; calls only at 25 µM; 360,000 tested, 0.58% active; in the data active means inhibition above about 36%
CendR NRP1 mod: NRP-1/CendR interaction modulation; O14786; FAM-RPARPAR peptide binding to NRP-1, fluorescence polarization; inhibition, % at 25 µM; 360,000 tested, 0.85% active;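 active means inhibition or corrected inhibition above about 18%, plus a signal ratio from 0.5 to 1.5, limit read from the data, passing the limit was not always enough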; further: strong numbers were not always called active
Active calls of the source: *; i = inactive; nt = no result given.

NadD inh,STEP block,LMPTP inh,Scp-1 inhibitor,SKN-1 block,DNMT1 block,SUMO1 PPI mod,Tb MetRS inh,Neddyl block,CendR NRP1 mod,SMILES
2,-2,0.5,12,1,-1,2,0.5,i,5,CC(=O)Nc1ccc(NC(=O)CS(=O)(=O)c2cn(CC(=O)N3CCCC3)c3ccccc23)cc1
1,3,3.5,-10,6,-12,-19,0.6,i,-6,O=C(CN1c2cccc3cccc(c23)S1(=O)=O)Nc1ccccc1Br
-11,2,-0.6,-8,-11,-2,-1,-0.5,i,5,CCOc1ccccc1CN1CCN(C/C=C/c2ccc(OC)cc2)CC1CCO (centres undefined)
-6,0,-2.5,3,-19,3,-1,-1.1,i,0,CCOC(=O)c1ccc(CSc2nncn2N)o1
0,3,2.0,-1,-1,13,-1,-1.2,i,-5,C=C(C)COc1ccc2c3c(c(=O)oc2c1OCC(=C)C)CCC3
-1,1,0.1,-10,16,0,-24,-0.5,i,11,COc1cc([N+](=O)[O-])ccc1NC(=S)N1CCOCC1
-4,2,-1.2,-3,-19,1,2,-0.3,i,-4,CCOc1ccc(S(=O)(=O)NCCC(=O)NCC(C)(C)N2CCOCC2)cc1
-3,nt,-7.1,nt,4,nt,-16,-0.9,i,2,COc1ccc(Cn2cc(CN3CC(N4CCN(CCN(C)C)CC4)CS3(=O)=O)nn2)cc1 (centres undefined)
3,3,-1.3,-4,12,7,7,-0.3,i,-4,Cc1ccccc1OCC(=O)NNC(=O)c1ccoc1C
-3,-4,0.8,-1,14,-4,2,-0.3,i,-6,COc1cccc(CNc2ccc(F)c(Cl)c2)c1
0,1,2.7,-5,6,0,4,-0.2,i,4,Cc1ccc2nc3c(cc(S(=O)(=O)c4ccccc4)c(=N)n3C3CCCC3)c(=O)n2c1
0,-6,-1.3,-3,8,-3,1,-1.2,i,-14,COc1ccc(CCN2C(=O)CC(NCc3ccc4c(c3)OCO4)C2=O)cc1OC (centres undefined)
-4,2,-0.2,-3,-4,-2,0,-0.9,i,0,COc1cccc(CNC(=O)CCSCc2ccccc2F)c1
-2,2,0.5,1,12,-7,0,-0.2,i,7,O=C(COC(=O)CCNS(=O)(=O)c1ccccc1)NC(=O)c1ccccc1
5,7,2.4,-3,6,-2,2,-0.4,i,-8,CCCCc1cc(=O)oc2cc(O)cc(O)c12
-3,2,0.3,7,0,4,1,-1.2,i,14,C=CCn1c(=N)n(CC(=O)OCC)c2ccccc21
nt,nt,-1.5,nt,13,nt,-1,-1.1,i,-28,Nc1ccc(CNC(=O)c2cc3cc(Cl)ccc3nc2N)cc1
-7,-2,-0.5,nt,-10,6,0,-0.3,i,0,CCCc1ccc(C(O)c2ncc(-c3cccc(F)c3)[nH]2)cc1 (centres undefined)
-3,-1,-0.8,-4,-7,7,-1,-1.3,i,-6,COc1cc(C(=O)N[C@H](C(=O)NC(C)C23CC4CC(CC(C4)C2)C3)C(C)C)cc(OC)c1OC (some centres undefined)
-1,-1,-1.4,3,-4,3,-24,-1.1,i,6,CCc1ccc(Oc2nc([N+](=O)[O-])nn2C)cc1
1,-1,-0.1,0,6,-12,-5,-0.3,i,-19,Cc1nc2sc(C(c3ccco3)N3CCN(c4cccc(Cl)c4)CC3)c(O)n2n1 (centres undefined)
26,-2,5.4,-11,36*,-18,3,0.2,i,-6,COC(=O)c1cc(NC(=O)CC2SC(=Nc3ccccc3)N(CCc3c[nH]c4ccccc34)C2=O)cc(C(=O)OC)c1 (centres undefined)
9,-1,3.3,-4,2,-5,12,-0.4,i,-5,COc1ccc2nc(NC(=O)C3CC(=O)N(c4ccc5c(c4)OCCO5)C3)sc2c1 (centres undefined)
-2,-2,-1.8,-7,3,2,4,0.2,i,-1,COc1ccc(C(=O)Nc2c(N)nc(SCC(=O)N3CCCCCC3)[nH]c2=O)cc1OC
-5,0,-0.7,-4,12,2,-2,-0.1,i,3,Cc1noc(C)c1COC(=O)CCc1nc2ccccc2s1
3,-3,-1.1,-18,11,0,0,-0.2,i,-2,CCOc1ccc(S(=O)(=O)N2CCOCC2)cc1NC(=O)CN1C(=O)NC(C)(c2ccc(C)cc2)C1=O (centres undefined)
7,-2,-1.3,-8,1,3,0,0.2,nt,1,CCOC(=O)Cc1cc(=O)n2[nH]c(C)c(-c3ccc(Cl)cc3)c2n1
-3,-1,-0.6,-6,2,3,6,-0.2,i,4,COc1cc2c(cc1O)[C@@H]1Cc3cc(OC)c(OC)cc3C(C2)N1C
-6,-4,-2.5,-2,-10,-2,-2,-1.1,i,19,CN1CCN(c2ccc(NC(=O)c3ccccc3Br)cc2)CC1
11,2,4.2,-17,13,-8,0,0.6,i,4,C[C@@]12C(=O)Nc3cc(F)c(F)cc3C(=O)N1[C@H]1c3ccccc3OC[C@@H]1[C@@H]2c1ccccc1

Sorted by the number under Tb MetRS inh (rising): some entries from above
mol | Tb MetRS inh
COc1ccc2nc(NC(=O)C3CC(=O)N(c4ccc5c(c4)OCCO5)C3)sc2c1 (centres undefined) | -0.4
COC(=O)c1cc(NC(=O)CC2SC(=Nc3ccccc3)N(CCc3c[nH]c4ccccc34)C2=O)cc(C(=O)OC)c1 (centres undefined) | 0.2
C[C@@]12C(=O)Nc3cc(F)c(F)cc3C(=O)N1[C@H]1c3ccccc3OC[C@@H]1[C@@H]2c1ccccc1 | 0.6

(continued)
NadD inh,STEP block,LMPTP inh,Scp-1 inhibitor,SKN-1 block,DNMT1 block,SUMO1 PPI mod,Tb MetRS inh,Neddyl block,CendR NRP1 mod,SMILES
39*,-2,0.8,-1,0,8,6,-1.3,i,-19,O=C(/C=C/c1ccco1)NC(=S)Nc1cccc([N+](=O)[O-])c1
-5,3,2.7,-1,18,1,7,-0.2,i,1,O=C(NCC1(N2CCCCC2)CCCCC1)c1ccc(NS(=O)(=O)c2ccccc2)cc1
-10,-1,0.7,-2,12,2,5,-0.3,i,3,O=Cc1cn(-c2ccccc2)nc1-c1ccccc1
-8,-1,4.0,-5,5,2,-2,0.5,i,-19,S=C(NCCc1ccccc1)NCc1cccc(Cl)c1
2,2,1.7,-1,-14,4,-3,-0.9,i,-8,CCOC(=O)c1oc2ccc(Cl)cc2c1NC(C)=O
-5,-2,-1.8,-6,-7,-2,3,-0.3,i,1,CC(=O)Cn1c(CN2CCCCC2)nc2ccccc2c1=O
1,2,-2.3,1,4,31,5,-0.2,i,6,CCCn1c2ccccc2c2cnn(CC(=O)NC3CCC(C)CC3)c(=O)c21 (centres undefined)
2,-4,0.4,23,-8,0,25,1.5,i,-9,CCc1nnc(NS(=O)(=O)c2ccc(NCc3cc(Br)ccc3O)cc2)s1
2,-1,-0.1,-5,8,0,3,0.8,i,18,Cc1ccc(-n2c(SCC(=O)N3CCOCC3)nc(O)cc2=O)cc1
-5,1,2.9,-5,-8,-4,-5,-0.2,i,-10,Cc1cc2oc(C(=O)N3CCN(Cc4ccccc4)CC3)c(C)c2cc1C

An excerpt from the list above, for reference:
NadD inh,STEP block,LMPTP inh,Scp-1 inhibitor,SKN-1 block,DNMT1 block,SUMO1 PPI mod,Tb MetRS inh,Neddyl block,CendR NRP1 mod,SMILES
2,-1,-0.1,-5,8,0,3,0.8,i,18,Cc1ccc(-n2c(SCC(=O)N3CCOCC3)nc(O)cc2=O)cc1
-5,1,2.9,-5,-8,-4,-5,-0.2,i,-10,Cc1cc2oc(C(=O)N3CCN(Cc4ccccc4)CC3)c(C)c2cc1C

The list goes on:
NadD inh,STEP block,LMPTP inh,Scp-1 inhibitor,SKN-1 block,DNMT1 block,SUMO1 PPI mod,Tb MetRS inh,Neddyl block,CendR NRP1 mod,SMILES
15,22,4.4,4,26,1,-3,-0.3,i,3,N/C(=N\N=C/c1ccc(Br)cc1)N/N=C\c1ccc(Br)cc1
nt,nt,0.9,nt,9,nt,-6,-0.2,i,-23,CC(C)(C)NC(=O)C(c1ccc(C#N)cc1)n1c(=O)c(-c2ccco2)nc2ccccc21 (centres undefined)
0,2,1.1,-8,3,3,-4,0.4,i,12,O=C(NCCc1cccc(C(F)(F)F)c1)C1CCC(=O)N(Cc2ccc(Cl)cc2)C1 (centres undefined)
-3,-2,-1.9,-6,2,1,1,0.0,i,2,CCCCNC(=O)CSc1nc2ccccc2n1S(=O)(=O)c1ccc(Cl)cc1
6,-2,0.2,7,7,-4,-39,-0.3,nt,-2,CCN1C(=O)c2cccc3c(S(=O)(=O)N4CCNCC4)ccc1c23
2,1,-0.8,-3,4,0,-3,-0.4,i,4,O=C(N1CCCCC1)N1CCN(C(=O)N(c2ccccc2)c2ccccc2)CC1
26,-1,-1.1,-4,13,-4,3,-0.2,i,1,CN1C(=O)Cc2cc(S(=O)(=O)N3CCN(c4cccc(C(F)(F)F)c4)CC3)ccc21
7,-1,0.7,-7,-1,-8,3,-0.1,i,-4,O=S(=O)(Nc1ccc(N2CCCCC2)cc1)c1ccccc1F
-5,1,0.5,-12,12,-7,-22,-0.4,i,6,COC1=C(N2CCOCC2)C(=O)c2ccccc2C1=O
-4,-2,0.8,-21,-2,3,5,-0.1,i,-1,O=C(CCc1ccccc1)NC(=S)Nc1ccc2c(c1)C(=O)OC2
-2,-2,0.0,-5,-1,0,0,0.8,i,17,O=S(=O)(Cc1nnnn1-c1ccc(Br)cc1)c1ccc(F)cc1
5,0,1.8,nt,-13,-10,1,-0.9,i,1,COCOCCn1cc(CN2CCS(=O)(=O)N(Cc3ccc(-c4ccc(Cl)cc4)cc3)C(CC(C)C)C2=O)nn1 (centres undefined)
-7,-4,0.9,-12,21,1,-2,0.3,i,-17,O=C(Cc1cccc(C(F)(F)F)c1)NCc1ccc(Cl)cc1
